# High-throughput results (PubChem BioAssay)
# NPR2 activator – GC-B (human) receptor activation | P20594 | HEK293-GC-B cells, CNP EC30, cGMP TR-FRET; 0% at EC30 CNP, 100% saturating CNP | activation, % at 10 µM | 370,000 compounds, 0.11% hits;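 active = activation at 10 µM reaching about 35% in either raw or pattern-adjusted values, limit read from the data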
# ARFGAP1 inh – inhibitors of rat ARFGAP1. AID 651572. Arfgap1-stimulated ARF1 GTP hydrolysis, GDP FP detection. Q62848. inhibition, % at 16.5 µM. 360,000 compounds, 0.26% hits;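 active = inhibition above a per-plate limit, mean inhibition of low control wells plus 3 SD, cut at about 25% in these data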;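 note: 0% = DMSO wells with enzyme and 100% = wells lacking Arfgap1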
#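 Repeats: one replicate per compound; assay system: rat Arfgap1 catalytic domain, aa 1-136; times: enzyme reaction 120 min at 25 °C after 20 min preincubation; detection: FP of antibody-bound GDP Alexa 633 tracer, ex 620/em 688 nm; benchmarks: high control wells lacking Arfgap1, low control full reaction with DMSO; reagent: human ARF1(Δ1-17)-GTP substrate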
# SMARCA2 act – SMARCA2 function activation, primary screen. MG213 cells, MMTV-luciferase reporter, dexamethasone, overnight. activation, % at 9.1 µM. 370,000 compounds, 1% hits; in the data active = activation above about 7.8%;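 note: 0% = vehicle wells and 100% = reference activator wells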
# Rev-erbA mod – modulates human Rev-erb alpha binding to DNA. P20393. activity, % at 10 µM. AID 1259318. Rev-erbα–FITC-DNA binding, fluorescence polarization, 90 min. 370,000 compounds, 0.79% hits;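 active = activity above about 14%, limit read from the data; passing the limit was not always enough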;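 note: 0% = DMSO wells with 35 nM protein and 100% = DMSO wells with 750 nM protein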
# Target sequence (P20393 whole entry, looked up): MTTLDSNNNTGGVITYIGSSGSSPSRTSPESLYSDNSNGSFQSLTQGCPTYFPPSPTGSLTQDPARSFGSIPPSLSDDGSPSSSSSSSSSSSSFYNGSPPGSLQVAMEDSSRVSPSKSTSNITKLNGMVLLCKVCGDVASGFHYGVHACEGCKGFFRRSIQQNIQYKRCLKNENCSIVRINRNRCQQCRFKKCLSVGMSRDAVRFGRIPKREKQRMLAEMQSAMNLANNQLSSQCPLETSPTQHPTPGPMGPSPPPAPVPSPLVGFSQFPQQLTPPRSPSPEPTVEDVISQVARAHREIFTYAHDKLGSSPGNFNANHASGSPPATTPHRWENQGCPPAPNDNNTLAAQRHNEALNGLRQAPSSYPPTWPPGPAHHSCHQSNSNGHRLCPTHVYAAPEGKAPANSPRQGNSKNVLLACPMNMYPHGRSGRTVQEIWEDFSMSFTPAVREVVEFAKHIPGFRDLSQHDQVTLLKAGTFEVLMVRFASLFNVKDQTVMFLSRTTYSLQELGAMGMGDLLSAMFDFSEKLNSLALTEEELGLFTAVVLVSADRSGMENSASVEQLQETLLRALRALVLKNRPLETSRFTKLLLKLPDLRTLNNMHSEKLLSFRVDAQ
# GC-A act – GC-A (human) enzyme activation | AID 1671463 | 370,000 compounds, 0.14% hits | activation, % at 10 µM | HEK293 GC-A cells, cGMP TR-FRET, EC30 ANP; 0% at EC30 ANP, 100% saturating ANP | P16066; in the data active = activation above about 40%
# mABHD4 FP – inhibits mouse alpha/beta hydrolase domain 4; 370,000 compounds, 0.54% hits; purified mABHD4, FP-Rh probe fluorescence polarization; inhibition, % at 8.92 µM; AID 720543;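 active = inhibition exceeding the mean over every tested compound plus 3 SD, cut at about 30% in these data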;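 note: 0% = plate median of compound wells and 100% = S159A mutant with DMSO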
#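 Assay system: wild-type mouse ABHD4 protein; compound: single nominal dose of 8.92 µM, 0.89% DMSO final; schedule: 45 min + 60 min at 25 °C; measured by: FP readout, ex 525 nm / em 598 nm; evaluation: % inhibition of FP-Rh probe binding versus controls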
# rCAG binder – molecules binding r(CAG) RNA repeats; r(CAG) RNA repeat, TO-PRO-1 dye displacement fluorescence; inhibition, % at 3 µM; 370,000 compounds, 1.3% hits; AID 651821;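 active = inhibition above the plate cutoff, the mean of all test compounds on that plate plus 3 SD, cut at about 35% in these data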;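 note: 0% = DMSO alone and 100% = 100 µM mitoxantrone as full dye displacement; higher means more dye released from RNA so lower well fluorescence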
# HTRA1 inhibitor – HTRA1 (human) protease inhibition; recombinant HTRA1, FP-rhodamine activity-based probe, fluorescence polarization; 340,000 compounds, 0.5% hits; Q92743; inhibition, % at 5.96 µM; in the data active = inhibition above about 36%;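 note: 0% = enzyme with DMSO and 100% = wells lacking enzyme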
# ASAP1 GAP inh – inhibitors of human ASAP1 ArfGAP activity; ASAP1-stimulated ARF1 GTP hydrolysis, GDP FP detection; inhibition, % at 16.5 µM; 360,000 compounds, 0.19% hits; in the data active = inhibition above about 25%;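 note: 0% = vehicle with enzyme and substrate and 100% = no enzyme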
# Target sequence (Q9ULH1 325-724 limits assumed): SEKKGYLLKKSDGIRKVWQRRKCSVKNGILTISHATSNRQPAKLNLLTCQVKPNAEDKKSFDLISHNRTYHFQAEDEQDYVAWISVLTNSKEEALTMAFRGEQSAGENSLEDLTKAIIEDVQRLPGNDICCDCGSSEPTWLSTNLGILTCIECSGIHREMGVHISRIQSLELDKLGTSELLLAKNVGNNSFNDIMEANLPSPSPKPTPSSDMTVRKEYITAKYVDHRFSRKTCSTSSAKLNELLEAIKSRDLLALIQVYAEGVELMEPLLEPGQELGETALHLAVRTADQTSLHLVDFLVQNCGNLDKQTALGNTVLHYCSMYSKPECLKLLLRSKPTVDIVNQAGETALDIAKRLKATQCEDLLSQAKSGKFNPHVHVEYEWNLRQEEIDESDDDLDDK
# PG9 binder – PG9 antibody binding by small molecule; 360,000 compounds, 0.43% hits; inhibition, % at 6.7 µM; TR-FRET gp120-PG9 antibody binding; in the data active = inhibition above about 8.5%
# Numbers without * were called inactive; . = not tested or not shown; & = joins results of further samples. A portion of the library. The share of hits here may be higher or lower than overall.
cpd	SMILES	NPR2 activator	ARFGAP1 inh	SMARCA2 act	Rev-erbA mod	GC-A act	mABHD4 FP	rCAG binder	HTRA1 inhibitor	ASAP1 GAP inh	PG9 binder
1	CCOc1ccc(N=Cc2c(O)n(C(C)(C)C)c(=O)[nH]c2=O)cc1	0.2	16.0	-3.4	-3.2	-6.7	-12.8	-0.4	-1.4	2.6	-0.5
2	Cn1cc2c([N+](=O)[O-])cc([N+](=O)[O-])cc2n1	-6.6	-9.5	0.4	5.7	-0.7	2.9	8.4	.	8.0	0.7
3	Cc1nc2nc(SCC(=O)N3CCC4(CC3)OCCO4)nn2c(C)c1Cc1ccccc1	2.2	1.0	-2.0	-4.8	2.6	0.7	-7.6	-7.3	7.8	-0.7
4	COC(=O)[C@@H]1N=C(c2ccc(OC)cc2)O[C@]12C(=O)N(Cc1ccccc1)c1ccccc12	3.8	3.7	-4.8	-4.6	1.4	-2.8	5.3	.	2.5	-0.8
5	COC(=O)[C@@H](c1ccccc1)C1CCCCN1 (stereo partly specified)	1.4	4.7	-6.7	-4.6	7.6	5.1	1.6	-0.7	1.9	0.4
6	CCCC[N+]1(C)C2CC(OC(=O)C(CO)c3ccccc3)CC1C1OC12 (stereo unspecified)	-2.0	-7.5	-3.1	-0.2	3.5	-9.1	2.8	0.8	9.9	1.2
7	Clc1ccc2c(c1)C(c1ccccc1Cl)=NCc1nnc(N3CCN(CCSc4ccccc4)CC3)n1-2	7.0	16.0	0.9	-1.0	-1.6	1.9	1.5	-53.9	12.4	-0.7
8	Cc1ccc2[nH]c(C)c(CCNCc3ccco3)c2c1	-10.3	-5.2	-1.4	4.1	-9.7	-0.5	-2.3	7.5	6.0	-3.9
9	O=c1[nH]c(=S)n(-c2ccccc2F)c(O)c1C=NCCN1CCNCC1	4.2	-2.6	0.2	-6.8	5.5	4.2	7.5	-2.1	-17.3	1.3
10	CCOC(=O)[C@]12Cc3cc(OC)ccc3[C@H]1N(C1CCCCC1)C(=O)c1ccccc12	-13.3	-3.4	-6.7	4.2	-7.2	5.5	-0.1	.	3.5	-0.9
11	COc1ccc(C2=CC(c3ccc(OC)c(OC)c3)c3c(c4ccccc4oc3=O)O2)cc1OC (stereo unspecified)	-3.0	11.6	-1.5	-2.0	-1.0	6.2	10.9	-22.6	-0.1	-2.5
12	COc1ccc(CC(C)NCCc2ccc(OC)c(OC)c2)cc1 (stereo unspecified)	-9.7	5.4	-2.5	-3.5	-10.0	-3.3	-0.4	5.4	-0.8	-0.9
13	C=CCn1c(O)c(C(CC)=Nc2cccc(C(=O)O)c2)c(=O)[nH]c1=O	2.5	-10.3	-1.1	0.6	-0.7	9.0	-2.7	5.5	2.1	1.1
14	COc1cc2c(ccc3c4cc(OC)c(OC)cc4c[n+](C)c23)cc1O	-19.4	2.3	1.9	-13.9	-4.1	2.0	9.2	6.4	-0.7	-8.6
15	CCC(=NCc1cc(OC)cc(OC)c1)c1c(O)n(C2CCCCC2)c(=O)[nH]c1=O	2.0	10.6	-3.4	-4.4	0.7	-0.9	-1.1	-3.0	-3.4	-0.7
16	CCOC(=O)C1C2c3ccccc3O[C@@]1(C)N=C1SCC(=O)N12 (stereo partly specified)	2.9	-5.2	4.2	4.2	-3.4	-4.9	-0.5	-1.7	-4.7	-2.0
17	CC(C)(C)c1o[nH]c(=O)c1CC(N)C(=O)O (stereo unspecified)	4.8	5.6	-4.9	4.0	3.2	0.1	3.1	3.1	3.8	-0.3
18	CC(C)(C)NC(=S)/N=C(\N)N[N+](=O)[O-]	7.7	6.3	2.6	0.0	2.4	0.0	-2.8	-17.1	-10.2	-1.0
19	COC(=O)C1=C(c2ccccc2OCc2ccccc2)C[C@@H]2CC[C@H]1N2C(=O)NCCOc1ccc(OC)cc1	-14.1	-8.4	-1.7	0.3	-8.1	-4.9	3.5	-36.2	2.9	-1.0
20	CC(C)NS(=O)(=O)c1ccc(OCC(=O)N2CCN(Cc3ccc4c(c3)OCO4)CC2)c(Cl)c1	-0.1	0.8	-2.5	-0.3	2.5	-2.5	-2.4	1.6	11.8	0.1
21	C[C@@H]1CC2(CCCC[N+]2(C)C)C[C@H]1C	3.9	-5.6	-2.5	-1.2	-0.2	4.4	-0.3	4.1	8.0	1.2
22	C[C@@H]([C@@H](O)c1ccccc1)N(C)C(=O)Cc1ccccc1	5.9	-2.0	0.3	-0.9	3.0	-5.0	-2.0	-1.7	-7.9	-2.7
23	COc1cccc(C(=O)NCCN2CCC3(CC2)C(=O)NCN3c2ccccc2)c1	-9.6	-1.3	-2.8	0.7	-7.3	5.8	-0.6	.	7.3	1.6
24	COc1ccc(CN2CCNCC2)cc1	-1.4	-11.8	0.4	-1.9	3.9	1.2	-2.5	3.4	-10.2	-1.2
25	O=C1NC(=O)C(=Cc2ccc(OCC(=O)N3CCOCC3)cc2)C(=O)N1	3.2	-0.9	-1.5	-7.1	-0.7	-7.3	4.1	3.0	-11.2	-2.3

# Compounds listed so far containing a COOH group:
cpd	SMILES	NPR2 activator	ARFGAP1 inh	SMARCA2 act	Rev-erbA mod	GC-A act	mABHD4 FP	rCAG binder	HTRA1 inhibitor	ASAP1 GAP inh	PG9 binder
13	C=CCn1c(O)c(C(CC)=Nc2cccc(C(=O)O)c2)c(=O)[nH]c1=O	2.5	-10.3	-1.1	0.6	-0.7	9.0	-2.7	5.5	2.1	1.1
17	CC(C)(C)c1o[nH]c(=O)c1CC(N)C(=O)O (stereo unspecified)	4.8	5.6	-4.9	4.0	3.2	0.1	3.1	3.1	3.8	-0.3

# Additional results follow:
cpd	SMILES	NPR2 activator	ARFGAP1 inh	SMARCA2 act	Rev-erbA mod	GC-A act	mABHD4 FP	rCAG binder	HTRA1 inhibitor	ASAP1 GAP inh	PG9 binder
26	CCOc1cc2[nH]c(=S)n(CCCC(=O)N3CCC4(CC3)OCCO4)c(=O)c2cc1OCC	-0.6	5.9	-1.4	-2.0	2.7	5.8	2.1	7.5	10.9	-1.9
27	CCOC(=O)[C@]12Cc3cc(OC)ccc3[C@H]1N(CC(=O)OC)C(=O)c1ccccc12	-6.1	1.1	-0.6	-3.2	-4.1	2.1	-0.7	.	-3.6	0.8
28	O=c1[nH]c2cc(Cl)ccc2n1C1CCN(Cc2ccc(-c3nc4ccc(F)cc4nc3-c3ccccc3)cc2)CC1	2.8	3.9	1.3	2.1	0.2	-8.9	10.9	.	18.1	0.0
29	CCCCCc1nc2c(c(=O)c3ccccc3n2C)c(=O)n1C1CCCCCC1	4.9	-17.0	-3.7	-15.5	8.3	-23.6	10.1	-9.5	0.4	-0.4
30	CN(C)CCCN=Cc1c(O)n(CCc2ccccc2)c(=O)[nH]c1=O	0.4	3.5	0.7	-3.2	-3.1	8.9	-2.6	2.9	-2.8	-1.5
31	CCN(CC)C(=O)c1ccc(NC(=O)c2ccc(N3CCCC3=O)cc2)cc1	7.2	5.8	-4.2	-4.2	3.2	-11.5	-0.5	-1.4	7.5	-0.4
32	O=c1c2ccccc2nc(-c2ccccc2Cl)n1-c1ccc(O)cc1	-5.9	-9.2	-3.9	4.1	-4.1	-4.9	5.6	-0.3	8.9	-0.8
33	CCOC(=O)[C@@H]1[C@H]2COc3ccc(Br)cc3[C@H]2N2C(=O)N(c3cccc(C)c3)C(=O)[C@]12C	0.8	-13.4	1.8	1.0	-3.2	-25.3	1.8	-104.1	8.0	1.0
34	CC1=C(C(=O)Nc2ccccc2)S(=O)(=O)CCO1	1.5	8.2	-2.3	0.8	3.5	-2.1	-3.6	2.4	7.3	-0.5
35	CCC(COC(=O)NC)NC(=O)Oc1ccccc1 (stereo unspecified)	-8.2	3.8	-1.0	-1.1	0.3	-0.4	3.2	3.6	10.3	1.4
36	CCN(CC)CCN=Cc1c(O)n(CCc2ccccc2)c(=O)[nH]c1=O	-1.7	3.4	-1.5	4.6	1.6	-0.6	-5.4	-5.6	5.0	-0.7
37	CN(C)c1ccc(C=C2C(=O)NC(=S)NC2=O)cc1[N+](=O)[O-]	4.9	5.7	-0.6	2.3	4.0	1.9	-0.9	4.9	13.1	0.5
38	COC(=O)C1=C(c2ccc(S(C)(=O)=O)cc2)C[C@@H]2CC[C@H]1N2C(=O)NCc1ccc(F)cc1	-6.1	6.1	0.2	-1.9	-4.4	-3.3	-3.1	-7.4	6.0	1.9
39	CCCc1[nH]nc2c1C1(C(=O)N(CC(N)=O)c3ccccc31)C(C(=O)OC)=C(N)O2 (stereo unspecified)	-10.3	-12.8	0.1	3.6	-0.5	-2.3	-3.3	4.2	2.0	-3.0
40	FC(F)(F)c1ccc(NC2=NCCCS2)cc1	4.9	-2.7	-1.4	1.6	3.9	3.1	3.9	-0.1	-10.5	0.3
41	CC(C)(O)C(=O)Nc1ccc([N+](=O)[O-])c(C(F)(F)F)c1	-5.3	11.3	-4.1	4.9	0.7	5.6	0.8	2.6	2.6	0.0
42	COC(=O)c1ccccc1N=Cc1c(O)[nH]c(=O)[nH]c1=O	-5.3	2.0	-1.9	8.3	-0.5	1.4	1.5	3.8	-3.8	0.6
43	O=C1NC(=O)N(CCc2ccc(F)cc2)C(=O)/C1=C/C=C/c1ccccc1	-9.5	4.0	-4.3	-0.2	-5.2	6.4	6.0	.	-5.5	0.6
44	COc1cc2c(cc1OC)C(C(=O)NCCC(C)C)C1CCCCN1C2=O (stereo unspecified)	1.3	6.9	0.3	-2.6	-2.7	2.1	-3.4	1.8	10.9	0.7
45	Oc1cc(Cl)c(Cl)c(Cl)c1	-4.7	-0.6	2.7	13.7	3.5	-0.8	1.2	-1.6	2.6	-1.2
46	CC(Cc1ccc(O)cc1)NCC(O)c1cc(O)cc(O)c1 (stereo unspecified)	-10.1	1.0	1.9	1.4&11.6	3.6	-0.5	1.7	4.9	8.5	-3.1
47	Cc1c2cnn(CC(=O)N3CCC4(CC3)OCCO4)c(=O)c2c(C)n1Cc1ccccc1Cl	2.6	-5.3	7.1	-5.9	-2.2	5.8	-1.5	-0.5	0.3	-0.7
48	Cc1ccccc1OCCCn1cc(C(=O)C(=O)N2CCOCC2)c2ccccc21	1.8	12.7	-4.7	-3.7	0.2	-10.8	0.3	-3.9	6.4	0.4
49	Cc1[nH]c2ccc(OC(F)(F)F)cc2c1CCNCc1cccc([N+](=O)[O-])c1	-16.7	9.8	-3.9	3.9	-39.9	14.1	-5.2	-16.9	15.9	0.5
50	OCC#CC[N+]1(CC#Cc2ccccc2)CCCC1	2.1	4.4	-4.0	3.4	2.6	1.1	-2.7	2.4	-4.4	-0.7

# Complete entries, quoted from the list.
# C[C@@H]([C@@H](O)c1ccccc1)N(C)C(=O)Cc1ccccc1 across the screens: NPR2 activator = 5.9; ARFGAP1 inh = -2.0; SMARCA2 act = 0.3; Rev-erbA mod = -0.9; GC-A act = 3.0; mABHD4 FP = -5.0; rCAG binder = -2.0; HTRA1 inhibitor = -1.7; ASAP1 GAP inh = -7.9; PG9 binder = -2.7
# CN(C)CCCN=Cc1c(O)n(CCc2ccccc2)c(=O)[nH]c1=O across the screens: NPR2 activator = 0.4; ARFGAP1 inh = 3.5; SMARCA2 act = 0.7; Rev-erbA mod = -3.2; GC-A act = -3.1; mABHD4 FP = 8.9; rCAG binder = -2.6; HTRA1 inhibitor = 2.9; ASAP1 GAP inh = -2.8; PG9 binder = -1.5
